p53ts 39C tox = qHTS Screen for Compounds that Selectively Target Cancer Cells with p53 Mutations: Cytotoxicity of p53ts Cells at the Nonpermissive Temperature; H1299-p53A138V viability at 39C, ATP luminescence, 24 h; Potency, µM (series often up to 46.1 µM), for inactives: at the highest dose activity change, negative = cell killing, usual class: cytotoxic; 130,000 tested, 1.5% active; AID 902, 2007; also: nearly all actives have a fitted effect of over 55% in size
Imprint erasure = qHTS Assay for Compounds that Induce Erasure of Genomic Imprints | AID 1948, 2009 | Potency, µM (doses to about 60.7 µM), inactives show at the top dose activity change, positive = activation, usual class: activators | mouse ES Peg3-LacZ reporter, beta-gal luminescence, 40 h | 110,000 tested, 0.02% active;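 also: 0% = negative control wells on the plate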
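Gelatin-coated wells received 300 freshly trypsinized female ES cells with a Peg3LacZ-Neo reporter on the maternal allele, then incubated 40 hours at 37C. BetaGlo was added for 5 minutes at room temperature before a single luminescence read.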
p53ts 32C tox = qHTS Screen for Compounds that Selectively Target Cancer Cells with p53 Mutations: Cytotoxicity of p53ts Cells at the Permissive Temperature | H1299-p53A138V at 32C, ATP luminescence viability, 24 h | 130,000 tested, 0.93% active | Potency, µM (highest dose often 46.1 µM), for the others: at the top dose activity change, negative = cytotoxicity, hits mostly cytotoxic;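 also: 0% = DMSO and -100% = full killing by reference compound; nearly all actives have a fitted effect of over 55% in size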
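Viability by ATPlite luminescence after 24 h compound treatment (up to 46 uM) at the permissive 32C. Cells are H1299 carrying p53 A138V. Scale runs from DMSO basal to 100 uM tamoxifen as full kill; AC50 from Hill fits.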
IkB sig inh = IkB Signaling; ABC-DLBCL IkBa-CBG/CBR dual luciferase ratio, 4 h; response scale: scaled: untreated 0%, proteasome inhibitor 100%; 110,000 tested, 0.04% active; Potency, µM (top dose mostly 57.1 µM), inactives show top-dose IkBa stabilization activation; active = well fitted curve in the direction sought with a large enough effect in the signal ratio, not every such curve was filed as active; inconclusive = small, poorly fitted or top-dose-only effect, or a change in a side signal; the % refers to the signal ratio;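 also: the direction sought is a rising ratio; 0% = basal untreated cells and 100% = reference inhibitor full response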
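Curves were fitted separately to fusion (green), unfused (red) and ratio luminescence, then classed by r2, magnitude and activity. Cells: OCI-Ly3, 4 h compound plus doxycycline at 37C; 10 uM MG-132 defined full response.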
Active calls of the source: *; u = inconclusive; x = no result given; & = joins results of further samples; [ ] = dose if it differs, or a comment. Unless noted, calls follow the shape of the dose curve; as a rule, active = well fitted curve in the direction sought with a large enough effect; inconclusive = small, poorly fitted or top-dose-only effect, or another doubt; inactive = no such curve, though single readings can be large; an effect the other way counts as inactive or inconclusive. Unless noted, % is scaled to controls: 0 for no effect and ±100 for the full control effect; potency is read from the fitted curve at half-maximal effect.

smiles | p53ts 39C tox | Imprint erasure | p53ts 32C tox | IkB sig inh
Cc1ccc(NC(=O)Cn2c(=O)n(CC3CCC(C(=O)NC(C)C)CC3)c(=O)c3sccc32)cc1 (stereo not drawn) | -23% | -8%[10.9 µM] | -1% | -0.6%
Cc1cc(C)c(C#N)c(SCC(=O)CC(=O)OC(C)C)n1 | 3% | x | 8% | 2.0%
Cn1c(=O)c(=O)n(C)c2cc(S(=O)(=O)N3CCN(Cc4ccccc4)CC3)ccc21 | -8% | -18% | 4% | -1.1%
CCn1nc(C)c(CCN(C)C(=O)Nc2cc(Cl)ccc2C)c1C | 6% | 5%[10.9 µM] | 9% | -1.0%
CCN(CC)CCCC(C)Nc1c2ccc(Cl)cc2nc2ccc(OC)cc12 (stereo not drawn) | 10µM* | -38%&-59%[inhibitor] | 5µM* | x
COc1cccc(NC(=O)CCNS(=O)(=O)c2ccc3c(c2)oc(=O)n3C)c1 | -11% | -7%[10.9 µM] | -2% | u
CC1(C)NC(=O)NC2(C)NC(=O)NC(C)(C)C12 (stereo not drawn) | -8% | 2% | 0% | 1.7%
CCOC(=O)c1c(-c2ccc(C)cc2)csc1NC(=O)c1ccc(C(C)(C)C)cc1 | 29% | 18%[10.9 µM] | 1% | 7.1%
CCOC(=O)CCN1C(=O)[C@H]2[C@H]3[C@H](O)[C@H](O)C/C(=N/OCC(C)C)[C@@H]3CC[C@@H]2C1=O | -3%[9.22 µM] | x | -6%[9.22 µM] | x
CN1CCN(C(=O)CN2C(=O)CC(C)(C)S(=O)(=O)c3ccccc32)CC1 | 6% | -3% | -2% | 0.8%
Cc1cc(C)c2c(=O)cc(C(=O)Nc3ccccc3Cl)oc2c1 | -4% | -8%[10.9 µM] | 3% | -1.9%
COc1ccc(NC(=O)c2ccc(=O)oc2)cc1 | -8% | -14% | 2% | u
CCC(=O)c1ccc(OC(=O)c2ccc(Br)o2)cc1 | 4% | -10% | 4% | 1.0%
COc1ccc(NC(=O)CSc2cn(CC(=O)N3CCCCC3)c3ccccc23)c(OC)c1 | -3% | -7%[10.9 µM] | 1% | 0.3%
COc1ccc(/C=N/NC(=O)Nc2nonc2N)cc1 | 21% | x | 9% | x
CCCc1nn2c(=O)cc(COC(=O)c3ccc(NC(=O)COc4ccccc4F)cc3)nc2s1 | 10% | -13%[10.9 µM] | 0% | -1.4%
CC(C)Cc1nc(N2CCC(C(N)=O)CC2)c2nnn(Cc3ccccc3)c2n1 | -1% | 1% | -8% | -0.8%
O=C1C2CCCN2C(c2cccc(Br)c2)N1c1ccc(F)cc1 (stereo not drawn) | 9% | -5% | -1% | 9.0%
CCOC(=O)N1CCN(c2c(-c3ccc(C(C)C)cc3)c(=O)c2=O)CC1 | 19% | 0% | 8% | 1.1%
CCC(=O)N1CCc2cc(S(=O)(=O)NCCC(=O)NCc3ccc(OC)cc3)ccc21 | 20% | -7%[10.9 µM] | 4% | -1.4%
COc1ccc(NC(=O)C2CCCN(S(=O)(=O)c3ccc4c(c3)CCCN4C(C)=O)C2)cc1 (stereo not drawn) | 2% | -12%[10.9 µM] | 12% | u
N=C(N)SCC(=O)O | 5%[9.22 µM] | -2%[10.9 µM] | -1%[9.22 µM] | -0.1%[11.4 µM]
CCN(CC)C(=O)Cn1nnc2sc(-c3ccccc3)cc2c1=O | -21% | -4%[10.9 µM] | 1% | u
COc1ccccc1CC(=O)Nc1ccc2nc(N3CCC(C)CC3)cc(C)c2c1 | 27% | 5%[10.9 µM] | -4% | u
COc1ccc(-n2c(=O)c3c(c4cc(OC)ccc4n3C)n(CC(=O)NCC3CCCO3)c2=O)cc1 (stereo not drawn) | -13% | -6%[10.9 µM] | 17% | 0.5%
Cc1ccc(-c2nn(CC(=O)NCc3ccccc3)c3c2cnc2ccc(F)cc23)cc1C | -20% | -5%[10.9 µM] | 4% | -2.2%
CCCCC(=O)NC(c1cccc([N+](=O)[O-])c1)c1c(OC(C)=O)ccc2ccccc12 (stereo not drawn) | 12% | x | 5% | x
O=C(CC1NC(=O)NC1=O)Nc1cccc2ccccc12 (stereo not drawn) | 3% | -3% | 4% | -3.3%
CCc1nc(SCc2ccccn2)c2c(=O)n(C)c(=O)n(C)c2n1 | 8% | -6% | 4% | 1.4%
Cc1ccc2[nH]c(=O)c(CN(CCO)C(=O)NCc3ccccc3)cc2c1 | 8% | 0% | 0% | 0.7%
Cc1nc(SCc2ccc(Br)cc2)[nH]c(=O)c1C | -12% | -21% | -8% | -1.7%
CC1=C(C(=O)Nc2cc(Cl)ccc2C)C2(CCCCC2)OC1=O | -6% | -7%[10.9 µM] | 18% | u
Cc1ccc2oc(-c3cccc(NC(=O)C4CCCO4)c3)nc2c1 (stereo not drawn) | u | -32%[inhibitor] | u | u
C/C(=C(\C#N)C(=O)NC1CCCCC1)N(C)C | -6% | x | -20% | x
CCCN(CCC)C(=O)c1c(C)[nH]c(C(=O)OCC)c1C | 0% | 12% | 7% | 0.4%
Clc1nnc2ccc(-c3ccccc3)nn12 | 17% | -4% | 1% | -0.4%
O=C(Nc1cc(S(=O)(=O)N2CCCCC2)ccc1O)c1ccccc1NS(=O)(=O)c1ccc(F)c(F)c1 | -7% | x | 5% | x
Cc1ccc(C)c(N2CCN(C(=O)c3ccc4[nH]c(C)c(C)c4c3)CC2)c1 | u | -7%[10.9 µM] | -1% | 4.2%
CCN(c1ccccc1)S(=O)(=O)c1nnc(NC(=O)c2ccccc2)s1 | -8% | -25%[10.9 µM] | -9% | 0.5%
CNc1ccc(-c2nc(-c3ccccn3)no2)cc1[N+](=O)[O-] | -11% | -6%[10.9 µM] | -2% | u
Cc1n[nH]c(=O)[nH]c1=O | -2%[20.6 µM] | -3%[16.8 µM] | 4%[20.6 µM] | 0.4%[25.6 µM]
O=C(CSc1nccn1Cc1ccc2c(c1)OCO2)Nc1ccccc1F | -25% | 6%[10.9 µM] | 4% | 1.1%
Cc1cc(=O)oc2cc(OCC(=O)Nc3ccc(O)c(C(=O)O)c3)ccc12 | 0% | -11%[10.9 µM] | -11% | u
Cc1ccc(-c2nn3c(C)nnc3s2)cc1NC(=O)COc1ccc(Cl)cc1 | -18% | -7% | -5% | -0.3%
CCOC(=O)C1CCN(C(=O)Cc2c(F)cccc2Cl)CC1 | 12% | 0% | 1% | 1.9%
CC(C)=C1SC(N2CCN(c3ccc(C)cc3)CC2)=NC1=O | 10% | x | 10% | x
Cc1nn(CCC#N)c2nc(C(F)(F)F)[nH]c(=O)c12 | 9% | 0% | 7% | 0.0%
CCOC(=O)C1CCN(S(=O)(=O)c2cccc(-c3csc(C)n3)c2)CC1 | 2% | -15% | 1% | 0.5%
CN(C)c1ncc2nc(-c3cc(F)cc(F)c3)c(=O)n(C)c2n1 | 5% | u | -13% | -2.4%[11.4 µM]
COc1ccc(N2CCN(C(=O)C3CCN(S(=O)(=O)N4CCOCC4)CC3)CC2)cc1 | -14% | -14% | -8% | 1.3%
O=C(O)CC(NC(=O)C(c1ccccc1)c1ccccc1)c1ccco1 (stereo not drawn) | 6% | -12% | 1% | -0.3%
CCCCCn1c(=O)c(-c2nc3ccccc3c(=O)[nH]2)c(O)c2ccccc21 | -7% | -22% | -9% | 1.8%
Oc1c(C(c2cccs2)N2CCC3(CC2)OCCO3)sc2ncnn12 (stereo not drawn) | 19% | -16% | 14% | -6.1%
CCc1cccc(NC(=O)CN(C)S(=O)(=O)c2cnc[nH]2)c1 | -11% | -10% | -17% | 0.9%
O=C(NCc1ccccc1)C(c1ccc(F)cc1)N(Cc1ccc2c(c1)OCO2)C(=O)Cn1nnc(-c2cccs2)n1 (stereo not drawn) | -3% | x | -2% | x
O=C(Nc1ccccc1C(=O)NCc1ccco1)c1ccccc1 | -3% | -15% | 7% | 1.1%
CCOc1cccc2cc(-c3nnc(-c4ccccc4)o3)c(=O)oc12 | -19% | -1% | -21% | u
COc1ccc(/C=N/NC(=O)CCN2CCN(c3ccccc3)CC2)c(OC)c1OC | 9% | x | 9% | x
Cc1ccc(Cc2nc3ccccc3nc2SCC(=O)N2CCN(c3ccccc3)CC2)cc1 | -5% | -4%[10.9 µM] | 0% | u
C=CCc1cccc2cc(C(=O)OCC)c(=O)oc12 | 7% | -11% | -4% | -2.1%

(continued)
smiles | p53ts 39C tox | Imprint erasure | p53ts 32C tox | IkB sig inh
COc1ccc(C(c2nnnn2Cc2ccccc2)N2CCN(c3nc4ccccc4s3)CC2)cc1 (stereo not drawn) | 1% | x | -1% | -1.3%
c1ccc(CCN2CN(CCCN3CCOCC3)c3nc4ccccc4n3C2)cc1 | -13% | -8% | -6% | 3.2%
O=C(CCCCn1c(=O)c2ccccc2n(Cc2ccc(F)cc2Cl)c1=O)NCCc1ccc(Cl)cc1 | u | -12%[10.9 µM] | -24% | 2.6%
CC(=O)NC(Cc1ccccc1)C(=O)N1CCN(C(=O)c2cccs2)CC1 (stereo not drawn) | 9% | 6% | -7% | 0.1%
C=CCCCCCCCCCCCC(O)CC(O)COC(C)=O (stereo not drawn) | 2% | 4% | 0% | x
CCOc1ccc2[nH]c(=O)c(CN(CC3COCCO3)C(=O)C3CC3)cc2c1 (stereo not drawn) | -1% | 1% | 10% | -2.0%
CC(C)(C)C(=O)C(CO)(Oc1ccc(Cl)cc1)n1cncn1 (stereo not drawn) | -13% | 10% | 0% | 0.5%
Cc1ccc(NC(=O)Cn2cc3c(n2)CCC(C)C3)cc1 (stereo not drawn) | -9% | -14% | -7% | -2.9%
CC(=O)N=c1sc(S(N)(=O)=O)nn1C | 2% | -12% | 1% | 0.1%[25.6 µM]
COc1cc(C2NC(=O)c3ccccc3O2)cc(OC)c1OC (stereo not drawn) | 2% | -9% | 18% | 1.2%
CCc1ccc2c(c1)c(=O)c(S(=O)(=O)c1ccc(F)cc1)cn2CC(=O)Nc1ccc(C)cc1C | -11% | 5%[10.9 µM] | 3% | 0.1%
CCOC(=O)N1CCC(N2Cc3cccc(C(=O)NCc4ccc5c(c4)OCO5)c3C2=O)CC1 | -7% | -16% | -4% | -0.8%
Clc1cccc(-n2ncc3c(N4CCCCC4)ncnc32)c1 | 6.3µM* | -41%[inhibitor][10.9 µM] | 3.2µM* | u
CC(C)CCCC(C)C1CCC2C3CC(=O)[C@H]4CC(O)CC[C@]4(C)C3CC[C@@]12C (stereo partly drawn) | 13% | 25% | 2% | x
CCOC(=O)c1ccc(NC(=O)CSc2nc3cc4ccccc4cc3[nH]2)cc1 | -11% | 1%[10.9 µM] | -4% | u

An excerpt from above, limited to IkB sig inh:
canonical_smiles	IkB sig inh
c1ccc(CCN2CN(CCCN3CCOCC3)c3nc4ccccc4n3C2)cc1	3.2%
COc1cc(C2NC(=O)c3ccccc3O2)cc(OC)c1OC (stereo not drawn)	1.2%

Continuation:
smiles | p53ts 39C tox | Imprint erasure | p53ts 32C tox | IkB sig inh
O=C(NCc1ccccc1)c1cc2ccc3cccnc3c2[nH]1 | -12% | -4%[10.9 µM] | -2% | 0.1%
CCOC(=O)c1c(C)[nH]c(C)c1S(=O)(=O)N(C)CC(=O)Nc1cc(Cl)ccc1OC | -14% | 21%[10.9 µM] | 1% | -0.3%
CCSc1nc2c(c(=O)[nH]c(=O)n2C)n1CC(O)COc1ccccc1C (stereo not drawn) | -4% | x | 17% | 3.2%
COC(=O)CN(c1ccc(OC)c(OC)c1)S(C)(=O)=O | 6% | 3% | 12% | -1.4%
Clc1ccc(-c2noc(CN3CCCCC3)n2)cc1 | -5%[9.22 µM] | -1%[10.9 µM] | 3%[9.22 µM] | 1.9%[11.4 µM]
Cn1cc(S(=O)(=O)N2CCCCC2)cc1C(=O)N1CCN(c2ccc(F)cc2)CC1 | -8% | 15%[10.9 µM] | 0% | 4.4%
CN1CCCN(Cc2ccccc2C(F)(F)F)CC1 | -2% | -19% | -1% | 3.9%
O=c1c2cc3c(nc2ncn1Cc1ccccc1F)CCCC3 | -12% | -6%[10.9 µM] | u | -0.7%
COc1ccc2c(c1)CCc1c-2n[nH]c1C(=O)O | -25% | -20% | -20% | 1.0%

Assay outcomes deposited in PubChem BioAssay by National Center for Advancing Translational Sciences (NCATS).
